rCAG RNA binder – binds r(CAG) RNA repeats | r(CAG) RNA repeat, TO-PRO-1 dye displacement fluorescence | 370,000 compounds, 1.3% hits | inhibition, % at 3 µM;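 active = inhibition above the plate cutoff, the mean of all test compounds on that plate plus 3 SD, cut at about 35% in these data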;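 also: 0% = DMSO alone and 100% = 100 µM mitoxantrone as full dye displacement; higher means more dye released from RNA so lower well fluorescence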
ARFGAP1 inh – inhibitors of rat ARFGAP1 | Q62848 | Arfgap1-stimulated ARF1 GTP hydrolysis, GDP FP detection | inhibition, % at 16.5 µM | 360,000 compounds, 0.26% hits;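 active = inhibition above a per-plate limit, mean inhibition of low control wells plus 3 SD, cut at about 25% in these data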;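 also: 0% = DMSO wells with enzyme and 100% = wells lacking Arfgap1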
Target sequence (Q62848 1-136 limits assumed): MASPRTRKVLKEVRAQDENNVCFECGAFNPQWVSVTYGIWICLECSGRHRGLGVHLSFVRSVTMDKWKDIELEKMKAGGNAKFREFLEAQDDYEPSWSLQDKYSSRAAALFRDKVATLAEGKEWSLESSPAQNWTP
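system = rat Arfgap1 catalytic domain, aa 1-136 | technique = FP, GDP Alexa 633 tracer displaced from anti-GDP antibody, 620/688 nm | compound = one concentration, 16.5 µM, DMSO 1.26% | medium = HEPES-based buffer, pH 7.5 | timing = compound-enzyme preincubation 20 min, reaction 120 min, detection 60 min, 25 °C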
ADAM10 inh – ADAM10 inhibition, QFRET primary screen. O14672. recombinant ADAM10, EDANS/DABCYL FRET peptide cleavage, 3 h. inhibition, % at 7 µM. 370,000 compounds, 0.62% hits. AID 720582;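 active = inhibition above a per-campaign cutoff equal to the mean of compounds falling between control-based bounds plus 3 SD, cut at about 20% in these data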;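 also: 0% = DMSO wells while the 100% control is not disclosed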
DDE Tn6 FP inh – inhibitors of Tn6 peptide binding to human fibrin DD(E); inhibition, % at 8.3 µM; P02675; 370,000 compounds, 0.21% hits; Fibrin DD(E) TRITC-Tn6 fluorescence polarization displacement; AID 720509;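 active = inhibition above a per-campaign cutoff: mean of compounds within control limits plus 3 SD, cut at about 15% in these data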;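 also: 0% = median of all compound wells on the plate and 100% = blocking peptide control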
GAA850 FXN act – frataxin GAA850 promoter activation; HEK293 lucGAA850 FXN promoter luciferase reporter, 24 h; percent of 10 µM SAHA response; activation, % at 6 µM; 360,000 compounds, 0.56% hits;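 active = activation above the average of all compounds screened plus 3 SD, cutoff fixed separately per campaign, cut at about 7.5% in these data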;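 also: 0% = DMSO wells and 100% = 10 µM SAHA wells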
ASAP1 GAP inh – ASAP1 ArfGAP inhibition | Q9ULH1 | ASAP1-stimulated ARF1 GTP hydrolysis, GDP FP detection | inhibition, % at 16.5 µM | 360,000 compounds, 0.19% hits | AID 624377; in the data active = inhibition above about 25%;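 also: 0% = vehicle with enzyme and substrate and 100% = no enzyme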
Target sequence (Q9ULH1 325-724 limits assumed): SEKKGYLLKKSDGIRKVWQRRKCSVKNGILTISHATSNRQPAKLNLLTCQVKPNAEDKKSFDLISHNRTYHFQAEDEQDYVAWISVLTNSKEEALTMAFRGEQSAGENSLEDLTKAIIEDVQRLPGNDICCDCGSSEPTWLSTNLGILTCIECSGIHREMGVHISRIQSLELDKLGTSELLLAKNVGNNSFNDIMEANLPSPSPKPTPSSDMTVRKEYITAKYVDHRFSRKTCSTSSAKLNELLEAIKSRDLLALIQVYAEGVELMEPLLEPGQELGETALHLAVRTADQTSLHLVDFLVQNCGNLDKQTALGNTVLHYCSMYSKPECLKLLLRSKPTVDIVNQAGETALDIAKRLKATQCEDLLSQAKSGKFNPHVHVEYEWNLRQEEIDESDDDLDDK
proKLK7 act – proKLK7 (human) activation, primary screen | P49862 | AID 652039 | 370,000 compounds, 0.9% hits | purified proKLK7, EDANS-DABCYL substrate fluorescence; 100% is mature enzyme control, 0% vehicle | activation, % at 7 µM;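 active = activation above the mean of all tested compounds plus 3 SD, computed per campaign excluding outliers beyond control limits, cut at about 13% in these data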
HGIII-sPLA2 inh – Inhibits HGIII-sPLA2 liposome hydrolysis, primary screen | QFRET BODIPY PC-A2 liposome hydrolysis, fluorescence | Q9NZ20 | inhibition, % at 12.2 µM | 370,000 compounds, 0.56% hits;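 active = inhibition above mean plus 3 SD of compounds lying within the high and low control bounds, cut at about 19% in these data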;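 also: 0% = median of test compound wells and 100% = no enzyme DMSO wells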
Target sequence (Q9NZ20 whole entry, looked up): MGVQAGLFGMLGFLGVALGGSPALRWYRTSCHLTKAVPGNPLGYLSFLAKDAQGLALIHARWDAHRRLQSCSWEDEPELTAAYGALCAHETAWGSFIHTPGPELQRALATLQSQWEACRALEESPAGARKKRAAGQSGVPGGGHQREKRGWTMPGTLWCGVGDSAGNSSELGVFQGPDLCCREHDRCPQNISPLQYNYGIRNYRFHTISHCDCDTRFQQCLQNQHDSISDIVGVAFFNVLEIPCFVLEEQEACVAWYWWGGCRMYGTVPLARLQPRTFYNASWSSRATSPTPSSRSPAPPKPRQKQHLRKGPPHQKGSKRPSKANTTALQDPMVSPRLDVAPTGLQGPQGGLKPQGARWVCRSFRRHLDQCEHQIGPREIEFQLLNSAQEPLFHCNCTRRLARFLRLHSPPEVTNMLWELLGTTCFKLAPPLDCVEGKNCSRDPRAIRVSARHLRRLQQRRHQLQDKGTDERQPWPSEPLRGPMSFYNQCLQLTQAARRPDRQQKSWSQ
NPR2 activator – GC-B (human) receptor activation. AID 1920062. HEK293-GC-B cells, CNP EC30, cGMP TR-FRET; 0% at EC30 CNP, 100% saturating CNP. activation, % at 10 µM. P20594. 370,000 compounds, 0.11% hits;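 active = activation at 10 µM reaching about 35% in either raw or pattern-adjusted values, limit read from the data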
GC-A act – GC-A (human) enzyme activation; P16066; HEK293 GC-A cells, cGMP TR-FRET, EC30 ANP; 0% at EC30 ANP, 100% saturating ANP; activation, % at 10 µM; 370,000 compounds, 0.14% hits; in the data active = activation above about 40%
* hit, by the source's call; i = inactive; . = no result given.

The first 4 entries (preview)
SMILES	rCAG RNA binder	ARFGAP1 inh	ADAM10 inh	DDE Tn6 FP inh	GAA850 FXN act	ASAP1 GAP inh	proKLK7 act	HGIII-sPLA2 inh	NPR2 activator	GC-A act
Clc1ccc2noc(-c3ccccc3)c2c1	5	6	-2	3	-3.1	12	-0.2	5	.	.
O=S(=O)(Cc1ccccc1)N1CCN(Cc2ccc3c(c2)OCO3)CC1	-8	16	-8	-3	0.3	10	-0.5	1	1	3
CC1CN(C(=O)/C=C/c2ccc([N+](=O)[O-])s2)CC(C)O1 (stereo not given)	0	5	-5	3	1.5	-11	-0.2	1	-3	-3
CC(C)C(NC(=O)COc1ccc2ccccc2c1)C(=O)N/N=C/C=C/c1ccccc1 (stereo not given)	-2	9	-1	-1	-2.3	3	0.3	1	4	-3

This part in full, repeating the preview:
SMILES	rCAG RNA binder	ARFGAP1 inh	ADAM10 inh	DDE Tn6 FP inh	GAA850 FXN act	ASAP1 GAP inh	proKLK7 act	HGIII-sPLA2 inh	NPR2 activator	GC-A act
Clc1ccc2noc(-c3ccccc3)c2c1	5	6	-2	3	-3.1	12	-0.2	5	.	.
O=S(=O)(Cc1ccccc1)N1CCN(Cc2ccc3c(c2)OCO3)CC1	-8	16	-8	-3	0.3	10	-0.5	1	1	3
CC1CN(C(=O)/C=C/c2ccc([N+](=O)[O-])s2)CC(C)O1 (stereo not given)	0	5	-5	3	1.5	-11	-0.2	1	-3	-3
CC(C)C(NC(=O)COc1ccc2ccccc2c1)C(=O)N/N=C/C=C/c1ccccc1 (stereo not given)	-2	9	-1	-1	-2.3	3	0.3	1	4	-3
CS(=O)CC(O)(c1ccc(F)cc1)C1CC1 (stereo not given)	0	2	3	-8	0.7	-8	-0.1	-5	-1	0
CCn1c(=O)cc(SCC(=O)Nc2ccc3c(c2)OCCO3)c2ccccc21	0	-5	2	-2	2.8	-6	-0.1	-12	6	2
Cc1ccc(-c2ccc(CN3C(CC(C)C)C(=O)N(Cc4cn(CC5CCCCC5)nn4)CCS3(=O)=O)cc2)cc1 (stereo not given)	6	-2	1	-1	-0.2	-7	0.0	-15	2	0
O=C(Nc1nc(-c2nc3ccccc3s2)cs1)C1CC1	4	6	-37	-4	2.9	12	-1.6	0	1	7
Cc1ccc(S(=O)(=O)N2CCN(C(=O)CCCOc3ccc(Cl)cc3C)CC2)cc1	0	5	14	-4	-2.8	-4	-0.3	-24	-10	-9
CCOC(=O)c1cc(CN2CCOCC2)oc1-c1ccccc1	-5	0	-6	0	3.2	-14	0.1	-1	5	5
COc1cc(C(C)=O)ccc1OCC(=O)N(CCC1=CCCCC1)c1c(N)n(Cc2ccccc2)c(=O)[nH]c1=O	12	3	-13	1	-0.7	0	0.8	-5	4	3
COc1ccc(OC)c(C2c3c(oc4ccccc4c3=O)C(=O)N2CCCN(C)C)c1 (stereo not given)	4	3	4	-5	1.4	0	-0.1	4	-4	-6
O=C(CCS(=O)(=O)c1cc(Br)cc2c1N(C(=O)C1CC1)CC2)NCC1CCCO1 (stereo not given)	-4	1	-9	-6	0.4	1	-0.6	2	1	0
Cc1ccc(C2C3=C(CC(C)(C)CC3=O)Nc3onc(C)c32)cc1 (stereo not given)	2	-11	i	-2	0.1	-4	15*	-29	-1	-5
O=C(/C=C\c1ccco1)Nc1cc([N+](=O)[O-])ccc1F	9	9	2	-3	4.5	2	0.0	0	0	-1
CN1CCCC1=Nc1c2c(nc3ccccc13)N(C)CC2	-3	-2	-70	6	0.3	5	0.6	-3	-6	1
NC(=O)N/N=C/c1c(Sc2nnnn2-c2ccccc2)nc2ccccn2c1=O	0	18	-68	-2	-4.2	10	4.0	4	0	4
CC(=O)Nc1ccc(NC(=O)C(C)OC(=O)C23CC4CC(CC(Cl)(C4)C2)C3)cc1 (stereo not given)	2	8	-4	8	2.6	8	1.0	-14	7	-3
COc1ccc(NC(=O)C2c3ccccc3OCC(=O)N2Cc2cccnc2)cc1 (stereo not given)	7	-2	-12	-5	.	5	0.1	0	5	3
Cc1ccc(NS(=O)(=O)c2ccc(-n3cccn3)cc2)cc1F	7	2	11	-8	1.7	-9	0.2	-13	-4	-2
CCCCCC(=O)NC1CCCCN(Cc2cccc(Cl)c2)C1=O (stereo not given)	-3	.	3	0	.	.	0.1	1	2	1
C=CCNC(=O)COCc1cc(-c2ccc3c(c2)OCO3)on1	2	6	-3	0	2.7	8	0.1	0	3	-3
CCOC(=O)Nc1ccc2c(c1)N(C(=O)CCN(CC)CC)c1ccccc1CC2	-6	0	2	6	-0.8	0	-0.2	7	-3	-8
CC(CNc1nc2ccccc2n2cnnc12)c1ccccc1 (stereo not given)	-2	1	-1	-3	0.4	-9	1.0	-3	-2	-7
Cc1c(C(C)(C(=O)O)c2c(C)n(C)c3ccccc23)c2ccccc2n1C	15	-9	-1	0	.	11	0.1	-2	3	-1
O=C(CN1CCCC1)Nc1ccc(Br)cc1[N+](=O)[O-]	-3	0	1	8	1.1	-9	0.7	2	0	1
CCSC(SCC)[C@H](O)[C@@H](O)[C@H](O)[C@H](O)CO	1	-2	-2	3	0.9	2	0.0	1	-4	0
COc1cc(/C=C/c2ccc3c([N+](=O)[O-])cccc3n2)ccc1OCC(=O)O	9	-1	-5	5	2.3	-12	0.0	-5	-1	4
Cc1noc(C)c1S(=O)(=O)N(C)C[C@H]1OCc2cn(nn2)CCCC(=O)N([C@H](C)CO)C[C@@H]1C	2	-11	2	-3	-1.7	-8	0.3	5	-9	1
Cc1ccc(N/N=C(\C#N)C(=N)N2CCOCC2)cc1	0	-6	4	-3	5.2	-14	-0.6	0	-2	3
O=C(NN1CC(C(=O)OCc2ccc(Br)cc2)CC1=O)c1ccccc1 (stereo not given)	-4	8	4	11	-1.3	11	-0.3	-9	-2	0
N#Cc1c(-c2ccccc2)nc(SCC(=O)N2c3ccccc3Sc3ccccc32)[nH]c1=O	89*	-20	15	-14	1.4	3	0.2	-92	3	-4
c1ccc(-c2nccc3ccccc23)cc1	-2	0	0	-7	-1.1	17	0.5	-1	10	0
COc1cc(C(=O)Nc2cc(S(=O)(=O)N3CCOCC3)ccc2N2CCOCC2)cc(OC)c1C	3	-15	-9	1	-0.3	-9	0.0	12	3	3
CC(=O)c1nc2ccccc2n1Cc1ccccc1	1	-4	-7	-6	2.2	0	0.0	-4	5	8
Cn1nccc1C(=O)NC1CC(C)(C)Cc2c1cnn2-c1ccc(F)cc1 (stereo not given)	-9	-11	-5	4	1.5	2	-0.3	2	2	2
Cc1ccc(/C=N/NC(=O)c2csc3c2CCCC3)cc1	0	-5	1	-1	1.7	-14	0.0	-2	2	-5
COc1ccccc1CNC(=O)C(CCSC)NS(=O)(=O)c1ccc2c(c1)oc(=O)n2C (stereo not given)	-2	2	-2	5	0.3	-13	-0.5	1	4	0
COc1ccc(CNC(=O)O[C@H]2CC[C@@]34CCCN3C(=O)CCC[C@H]4[C@H]2C)cc1OC	.	.	-6	-1	.	.	.	-1	-2	0
CCc1noc(C)c1C(=O)N1CC(C)SC1=Nc1ccc(Cl)cc1 (stereo not given)	3	-7	2	-8	3.4	3	-0.1	-1	-3	-7
COC(=O)c1ccc(NC(=O)COC(=O)c2nc3nccc(C)n3n2)cc1	-1	3	1	-1	3.0	-1	-0.9	2	-2	-3
Cc1ccc(NNC(N)=S)cc1Cl	1	-4	6	3	-0.3	2	-0.4	17	-5	1
Cc1c(C(=O)Nc2ccncc2)sc2nc(-c3ccccc3)cn12	4	-2	-37	-3	-1.4	1	0.5	-14	-1	4
COc1ccc2nc(SCC(=O)NC3CCCC3)c(C)cc2c1	-3	-10	-4	12	-3.1	13	-0.1	3	-1	-3
COC(=O)[C@H](C)NC(=O)N1CCC(Cc2ccccc2)CC1	-4	3	6	1	0.5	1	0.1	3	2	0
COc1cc(C(O)c2nc(-c3ccccc3)cs2)ccc1F (stereo not given)	-1	0	2	0	0.1	12	-0.1	-9	2	-3
O=C(c1c(F)cccc1F)N(Cc1ccccn1)C1CC1	-2	12	-5	2	-2.8	-6	-0.1	11	3	-1
COc1ccccc1C(=O)N1CCCN(C(=O)c2ccccc2OC)CC1	1	15	-1	-6	0.2	4	-0.1	-3	-3	-2
CC(=O)c1sc(NC(=O)CCS(=O)(=O)c2ccc(C)cc2)nc1C	-3	-2	-5	8	2.0	3	-0.6	3	4	1
O=C(Cc1cccs1)Nc1nnc(C2CC2)s1	-2	10	-2	-2	-2.1	12	0.0	6	5	-1
Cc1ccc(Cn2c(C(C)Nc3nc(-c4ccc(C)cc4)cs3)nc3cc(Cl)c(Cl)cc32)cc1 (stereo not given)	8	8	5	8	1.3	12	-0.4	2	19	9
O=C(NCCc1ccc(Cl)cc1)C1CCC(=O)N1C1CCCC1 (stereo not given)	-3	11	3	-8	-3.4	2	0.5	3	0	4
COc1ccc(S(=O)(=O)N2CCN(C(=O)c3cc(C)oc3C)CC2)cc1	-7	16	1	9	0.6	0	-0.1	-5	-2	-4
CNC(=O)NC(=O)CSc1ccc(S(=O)(=O)N2CCOCC2)cn1	3	-3	-8	-1	-1.8	7	0.1	2	5	2
Cc1ccc(C)n1-c1ccc(C(=O)NC2CCN(Cc3ccccc3)CC2)cc1	-3	13	2	-7	-3.2	0	0.3	0	1	0
CCCN(CCC)CCCNC(=O)C1c2cc(OC)c(OC)cc2C(=O)N(C)C1c1cccs1 (stereo not given)	-5	-18	1	7	1.2	7	-0.1	1	-24	-23
Cc1ccc(C)c(NC(=O)CNS(=O)(=O)c2ccc3[nH]c(=O)oc3c2)c1	4	.	-5	-3	.	.	0.0	-17	3	2
COC(=O)c1ccc(C(=O)OC)c(NC(=O)CCS(=O)(=O)Cc2ccccc2)c1	-4	-2	-16	-2	-2.3	0	0.0	1	2	1
C=CCn1c(-c2sc(-c3ccccc3)nc2C)n[nH]c1=S	4	-6	-39	0	1.5	-1	1.5	10	-8	0
CN(CC(=O)Nc1ccc(F)c(F)c1F)C(=O)C1CCCO1 (stereo not given)	3	7	-5	-3	0.6	2	-0.2	4	-1	1

Next part.
SMILES	rCAG RNA binder	ARFGAP1 inh	ADAM10 inh	DDE Tn6 FP inh	GAA850 FXN act	ASAP1 GAP inh	proKLK7 act	HGIII-sPLA2 inh	NPR2 activator	GC-A act
Cc1cccc(C)c1NC(=O)C(=O)NCC1CCCN1S(=O)(=O)c1ccccc1 (stereo not given)	1	5	-10	4	-0.4	-3	0.3	3	4	4
Cc1c(C)n(C(=O)CN2CCN(c3ccccn3)CC2)c2ccccc12	-5	-5	-2	1	-0.1	-7	0.3	-4	-5	-5
COc1ccccc1CNC(=O)C1CCC(CNS(=O)(=O)c2ccc(F)cc2)CC1 (stereo not given)	-2	2	4	5	0.5	-5	0.6	2	5	7
COc1ccc(CCNC(=O)c2oc3ccc(OC)cc3c2C)cc1	1	-7	-16	-1	1.4	-8	0.6	-8	-5	-2
CCC(C(=O)NCc1ccccc1OC)c1ccccc1 (stereo not given)	-5	1	-1	4	-0.8	-4	0.1	-1	0	-5
COc1ccccc1Cn1c(CCCO)nc2ccccc21	-6	1	-4	1	0.6	-8	0.2	-10	3	-4

Bioassay records deposited in PubChem by several laboratories.
